Screens from PubChem.
PfGluPho inh – PfG6PD (Plasmodium falciparum) enzyme inhibition. 0.78% of 350,000 active. inhibition, % at 20 µM. PfGluPho enzyme, NADPH resazurin-diaphorase fluorescence. AID 504690;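 active = inhibition reaching at least a set limit at 20 µM in the primary screen, cut at about 59% in these data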;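 also: 0% = DMSO wells with substrate and 100% = DMSO wells lacking glucose-6-phosphate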
SENP1 inh – inhibitors of human SENP1 SUMO protease catalytic domain | 0.21% of 360,000 active | inhibition, % at 10 µM | recombinant SENP1 catalytic domain, CyPet-SUMO1-YPet FRET cleavage | AID 624204 | Q9P0U3;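 active = inhibition at least 30% at 10 µM, raw YFP signal under a set limit, fluorescence ratio 0.5 to 1.5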;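 also: 0% = enzyme with DMSO and 100% = no enzyme wells; some results filed as inactive read as strong as hits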
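Material – human SENP1 catalytic domain · Input – SENP1 enzyme, 20 pM final · Compound dosing – single concentration of 10 µM compound, 0.5% DMSO final · Timing – enzyme reaction for 50 min at room temperature, dark · Measured by – FRET fluorescence in CFP and YFP emission channels · Control set – no-enzyme wells low, DMSO-plus-enzyme wells high control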
hIAP act – human IAP activation; AID 2524; activation factor at 10 µM; P09923; 0.16% of 330,000 active; purified human IAP, CDP-Star luminescence, 30 min; active compounds read high; 1 = vehicle-only enzyme, 0 = enzyme-free background;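 active = activation factor of the enzyme at least 2-fold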; also: the source names both 10 and 20 µM as test concentration; values of inactives mirror those of a sister screen read the other way
SENP6 inh – inhibitors of human SENP6 protease | Recombinant SENP6 catalytic domain, aminoluciferin luminescence | 1.8% of 330,000 active | inhibition, % at 10 µM | AID 2599;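 active = inhibition above about 50% at the single tested dose, limit read from the data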;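 also: plate controls were DMSO wells with enzyme for no effect and DMSO wells lacking enzyme for full effect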
Target sequence (Q9GZR1 628-1112 limits assumed): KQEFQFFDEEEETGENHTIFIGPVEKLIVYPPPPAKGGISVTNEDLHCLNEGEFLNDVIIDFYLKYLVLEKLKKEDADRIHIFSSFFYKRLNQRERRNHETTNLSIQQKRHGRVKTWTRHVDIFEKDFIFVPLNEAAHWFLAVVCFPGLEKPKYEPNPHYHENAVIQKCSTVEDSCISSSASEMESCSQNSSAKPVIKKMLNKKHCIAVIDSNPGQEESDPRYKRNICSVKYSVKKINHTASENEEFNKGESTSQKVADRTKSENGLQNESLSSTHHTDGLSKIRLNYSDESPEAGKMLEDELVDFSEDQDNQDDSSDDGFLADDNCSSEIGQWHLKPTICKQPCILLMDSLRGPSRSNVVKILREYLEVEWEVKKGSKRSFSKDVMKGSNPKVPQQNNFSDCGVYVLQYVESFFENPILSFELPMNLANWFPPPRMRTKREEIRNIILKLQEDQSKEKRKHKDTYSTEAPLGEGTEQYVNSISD
GRIN3A LBD mod – NR3A (human) ligand-binding domain modulation | NR3A LBD differential scanning fluorimetry, Tm shift; 0% = protein alone, 100% = glycine-bound protein | Tm shift relative to glycine control, % at 25 µM | 2.5% of 340,000 active | AID 1259313;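 active = melting temperature shift of at least 10% of the positive control shift, at one fixed dose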
MPTP inh – permeability transition pore inhibition | 1.4% of 360,000 active | inhibition, % at 10 µM | isolated mouse mitochondria, Ca2+ swelling absorbance, 30 min | AID 602449;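 active = inhibition of 50% or more, scaled per plate between neutral and stimulator controls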;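 also: 0% = DMSO wells given calcium and 100% = 1 mM EGTA wells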
ATG4B inhibitor – blocks human ATG4B protease cleavage of LC3 substrate; ATG4B cleavage of LC3-PLA2, NBD-HPC fluorescence, 1 h; inhibition, % at 8.33 µM; 0.51% of 340,000 active; AID 504462; in the data active = inhibition above about 40%
Target sequence (Q9Y4P1 whole entry, looked up): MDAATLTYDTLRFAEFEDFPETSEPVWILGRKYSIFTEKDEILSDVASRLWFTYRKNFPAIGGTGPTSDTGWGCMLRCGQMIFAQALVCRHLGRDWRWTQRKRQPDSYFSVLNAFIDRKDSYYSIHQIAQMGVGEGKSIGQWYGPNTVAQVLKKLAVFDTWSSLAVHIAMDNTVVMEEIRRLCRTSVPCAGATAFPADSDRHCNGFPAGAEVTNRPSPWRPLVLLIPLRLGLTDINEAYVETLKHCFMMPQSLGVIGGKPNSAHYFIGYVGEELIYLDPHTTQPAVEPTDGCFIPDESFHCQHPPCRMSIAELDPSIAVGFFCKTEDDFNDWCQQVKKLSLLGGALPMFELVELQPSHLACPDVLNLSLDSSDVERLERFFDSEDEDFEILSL
SENP8 block – SENP8 (human) protease inhibition | recombinant SENP8, Nedd8 substrate fluorescence | 0.64% of 360,000 active | Q96LD8 | inhibition, % at 20 µM; in the data active = inhibition mostly above about 40%, no sharp cut-off; inactive = mostly below about 27%
Active calls of the source: *; / = no result given; & = joins results of further samples.

SMILES	PfGluPho inh	SENP1 inh	hIAP act	SENP6 inh	GRIN3A LBD mod	MPTP inh	ATG4B inhibitor	SENP8 block
Cc1ccc(CNC(=O)C2CC(=O)OC23CCCC3)c(C)c1 (configuration not stated)	-6	2	1	8	1	-2.8	-1	6
Fc1ccc(-c2csc(-c3cccnc3)n2)cc1F	4	0	0.94	-11	0	1.9	-8	-3
CCOC(=O)N1CCC(NC(=O)c2cccc3c2C(=O)N(c2ccc(OC)cc2)C3)CC1	5	3	1.1	-2	-3	-0.4	-6	-344
COc1nc(NC(C)(C)C)nc(Oc2ccc(=O)n(C)n2)n1	1	-1	0.89	0	-3	0.9	-15	4
O=C(N/N=C/C(Br)=C/c1ccccc1)c1ccc([N+](=O)[O-])cc1	-2	1	0.95	9	-1	1.1	-10	8
COc1ccc(C(C)NC(=O)c2ccccc2Cl)cc1OC (configuration not stated)	-4	1	1	-7	-7	1.5	-2	13
Cc1nc(N2CCN(C)CC2)c2c3c(sc2n1)CCCC3	-8	0	1.3	5	-6	0.4	1	-6
CC(=O)N1CCN(C(=O)c2cccc(S(=O)(=O)Nc3ccc(C)cc3)c2)CC1	-5	0	1.2	-4	4	-0.3	-5	16
COc1ccc(Br)cc1S(=O)(=O)NCc1ccccn1	1	1	0.84	13	0	2.3	0	4
COCCCNC(=O)C[C@H]1C[C@H](C(=O)N2CCOCC2)[C@@]2(CCC3CCCC3)c3[nH]c4cc(CCC(=O)N(C)C)ccc4c3CCN2C1=O	-1	2	/	/	0	-0.8	/	8
O=C(CN1CCN(c2ccccc2)CC1)NC(=O)NCc1ccco1	-7	1	1.1	12	1	2.1	-11	11
CCS(=O)(=O)N1CCCC(C(=O)NC2CCCC2)C1 (configuration not stated)	3	16	0.99	-1	-1	-7.0	-12	-26
CN(C)c1nc(OCCOC(=O)COc2ccc(Cl)cc2Cl)nc(N(C)C)n1	-4	5	0.94	5	-1	1.5	-11	3
CC(SCc1ccccc1)C(=O)Nc1ccc(F)cc1 (configuration not stated)	6	0	1.1	6	1	1.1	-39	22
O=C(Nc1ncccc1Cl)C(Sc1ccccc1)c1ccccc1 (configuration not stated)	13	2	0.92	3	0	6.0	2	11
CC(C)(C)NC(=O)CN(Cc1cccs1)C(=O)CNS(=O)(=O)c1ccccc1	-10	0	1.2	15	-2	3.9	-6	5
CCOc1ccc(-c2c(C)n([O-])c3c([n+]2=O)CCCCC3)cc1	-10	2	1	-5	-2	-0.5	-2	10
CC1Sc2ccc(S(=O)(=O)N3CCC(C(=O)N4CCN(C)CC4)CC3)cc2NC1=O (configuration not stated)	-1	0	1.1	5	-1	-1.5	4	5
CCCC(=O)Nc1cccc(NC(=S)NC(=O)C(C)Oc2ccc(Cl)cc2Cl)c1 (configuration not stated)	13	3	0.98	-16	16*	20	6	17
Cc1cc(C2C(=O)NC(=O)C2=O)c(C)cc1Br (configuration not stated)	-23	2	/	/	0	-1.1	-2	27
CC(=O)N[C@@H]1c2c(ccc3ccccc23)OC[C@@H]1COC(C)=O	2	0	1.1	-2	-3	-0.7	-6	2
O=C(Nc1ccccc1O)c1ccc2c(c1)C(=O)N(N1C(=O)c3ccccc3C1=O)C2=O	10	3	1.4	-3	2	-0.6	2	0
C#CCN(C[C@H]1[C@H](OC(=O)NC2CCCC2)[C@H](OC(=O)NC2CCCC2)C[C@H]2C(=O)N(c3ccccc3)C(=O)[C@@H]12)S(=O)(=O)c1ccc(C)cc1	4	2	/	/	/	0.0	/	11
COc1ccc(C(=O)C[n+]2ccc3ccccc3c2C)cc1	8	10	1.1	-12	0	3.5	-7	-120
Cc1ccc(NC(=O)C2CCN(C(=O)c3cccs3)CC2)cc1	4	0	1.1	-23	1	0.0	4	8
Cc1noc(NS(=O)(=O)c2ccc(NC(=O)c3cnc4scc(C)n4c3=O)cc2)c1C	-4	-2	0.88	67*	-5	-0.6	-8	-20
Cc1cc(NC(=O)CCN2C(=O)/C(=C\c3ccccc3Cl)SC2=S)no1	-18	-1	1.1	1	-1	-1.4	5	20
O=C(CCc1nnc(CCCCc2ccccc2)o1)N1CCC(N2CCCC2)CC1	5	-14	1.4	-1	0	-0.4	16	4
BrC(=C\c1ccccc1)/C=N/Nc1ccc2nncn2n1	17	-10	1	-6	5	10	-9	-220
CN(C)CCCNCC(=O)c1c(-c2ccccc2)n(C)c2ccccc12	-46	1	/	/	1	-0.6	-1	36
CNC(=O)c1ccc(CNC(=O)OCC(F)(F)F)cc1	-17	3	1.1	-11	1	-0.5	-9	16
C=CCn1c(=O)c2c(C)c(C)sc2n2c(Nc3ccc(OC)cc3)nnc12	10	0	1.4	-5	0	-3.5	-8	32
COc1ccc(C)c(NC(=O)NCCc2cnc[nH]2)c1	-9	2	0.96	-3	-1	-0.8	2	14
O=C(NCc1ccncc1)c1ccc(Br)cc1	-11	-1	0.94	-10	0	3.4	-6	14
O=C(NCCCNCc1ccccc1)c1ccccn1	-14&-18	1&1	0.96	-1	-3&-3	0.4&0.4	4&-3	5&6
CC(C)C[C@H](NC(=O)c1nc[nH]c1C(=O)N[C@@H](CC(C)C)C(=O)OCc1ccccc1)C(=O)OCc1ccccc1	11	1	1.3	10	1	0.4	1	12
COc1ccc(S(=O)(=O)N2CCCCC2)cc1NC(=O)Cc1ccsc1	20	-1	0.93	-22	3	0.1	-7	13
COc1ccc2[nH]c3nc(SC(C)C)nnc3c2c1	-2	5	1.1	5	2	-0.1	4	23
Cc1cccc(N2CCN(C(=O)COc3ccc4c(c3)CCC4)CC2)c1C	-10	0	0.95	-2	-1	2.5	18	10
Cc1c(C(=O)OC2CCCC2)[nH]c2c1C(=O)CC(c1ccco1)C2 (configuration not stated)	17	-3	1.2	9	-1	0.8	12	1
Cc1ccc([C@@H]2C[C@H]3[C@@H](CN2S(=O)(=O)c2ccc(C)cc2)C(=O)C[C@@H](c2cccc(Cl)c2)N3S(=O)(=O)c2ccc(C)cc2)cc1	7	-1	/	/	/	0.1	/	3
COC(=O)c1cccc(N(CC(=O)NC2CCCC2)C(=O)CCC(=O)Nc2cc(C)on2)c1	-14	0	1.1	-8	-1	-3.3	-4	-19
Cc1cc(C(=O)OCC(=O)NCCc2ccccc2)c2ccccc2n1	8	2	0.9	4	-1	0.7	-54	-12
CCCc1c(C)nn(-c2ncccc2[N+](=O)[O-])c1C	2	0	0.9	-6	-2	0.8	-36	14
Cc1c(Cl)c([N+](=O)[O-])nn1Cc1ccc(C(=O)Nc2ccc(Cl)cn2)o1	3	-1	0.87	-4	-20	0.5	46*	17

By substructure: the compounds so far containing a tert-butyl group.
SMILES	PfGluPho inh	SENP1 inh	hIAP act	SENP6 inh	GRIN3A LBD mod	MPTP inh	ATG4B inhibitor	SENP8 block
COc1nc(NC(C)(C)C)nc(Oc2ccc(=O)n(C)n2)n1	1	-1	0.89	0	-3	0.9	-15	4
CC(C)(C)NC(=O)CN(Cc1cccs1)C(=O)CNS(=O)(=O)c1ccccc1	-10	0	1.2	15	-2	3.9	-6	5

New compounds follow:
SMILES	PfGluPho inh	SENP1 inh	hIAP act	SENP6 inh	GRIN3A LBD mod	MPTP inh	ATG4B inhibitor	SENP8 block
N#Cc1sc2nc(C3CC3)cc(-c3ccc(Cl)cc3)c2c1N	12	-15	0.85	0	-7	0.8	6	-406
CN(Cc1ccccc1)S(=O)(=O)c1cc2c3c(c1)CCN3C(=O)CC2	-7	4	0.98	-1	0	-0.5	0	10
CC1CC(=O)N(CC(=O)Nc2ccccc2F)c2ccccc2S1(=O)=O (configuration not stated)	10	0	1.2	-2	0	-0.7	4	9
O=C(COC(=O)c1ccccc1C(F)(F)F)NC(=O)NCc1ccco1	4	0	1	-4	0	-0.3	-18	3
O=C(NC1CCCCC1)C(c1cccnc1)N(C(=O)c1csnn1)c1ccc(F)cc1 (configuration not stated)	2	1	0.95	21	0	-1.3	-5	4
COc1ccc(C2=CC(=O)N(Nc3ccccc3)C2=O)cc1	14	9	1	-2	0	61*	-11	4
CC(C)N(Cc1ccccc1)C(=O)COc1ccccc1	-19	0	0.9	-2	-3	-0.3	0	-3
O=C(C1=NN[C@@H]2C(=O)N(c3cccc(C(F)(F)F)c3)C(=O)[C@H]12)c1cnccn1	-32	-2	0.88	-4	-4	0.7	8	23
Cc1cccc(N2CCC(N=CN(C)C)=N2)c1	42	0	1.1	-19	2	2.8	-3	6
COC(=O)c1ccccc1NC(=O)C(C)NS(=O)(=O)c1ccc(OC)cc1 (configuration not stated)	-2	1	0.83	7	0	0.0	-4	-7
COc1ccc(CCCc2n[nH]c(=S)o2)cc1C	-9	2	1.2	8	-1	-0.9	9	9
CC(C)c1nnc(NC(=O)CCC(=O)Nc2ccccc2)s1	4	1	0.94	-4	2	0.5	-4	15
Cc1ccc(NC(=S)N2CCN(S(=O)(=O)c3ccc(C)cc3)CC2)cc1	11	7	1.2	-10	-7	-0.3	-5	10

Five compounds already listed, ordered by their value in ATG4B inhibitor, descending.
Compound | PfGluPho inh | SENP1 inh | hIAP act | SENP6 inh | GRIN3A LBD mod | MPTP inh | ATG4B inhibitor
Cc1cccc(N2CCN(C(=O)COc3ccc4c(c3)CCC4)CC2)c1C | -10 | 0 | 0.95 | -2 | -1 | 2.5 | 18
O=C(Nc1ncccc1Cl)C(Sc1ccccc1)c1ccccc1 (configuration not stated) | 13 | 2 | 0.92 | 3 | 0 | 6.0 | 2
Cc1cc(C2C(=O)NC(=O)C2=O)c(C)cc1Br (configuration not stated) | -23 | 2 | / | / | 0 | -1.1 | -2
O=C(NC1CCCCC1)C(c1cccnc1)N(C(=O)c1csnn1)c1ccc(F)cc1 (configuration not stated) | 2 | 1 | 0.95 | 21 | 0 | -1.3 | -5
CNC(=O)c1ccc(CNC(=O)OCC(F)(F)F)cc1 | -17 | 3 | 1.1 | -11 | 1 | -0.5 | -9

Limited to hIAP act and SENP6 inh, for 3 of the compounds above:
structure,hIAP act,SENP6 inh
N#Cc1sc2nc(C3CC3)cc(-c3ccc(Cl)cc3)c2c1N,0.85,0
COc1ccc(C2=CC(=O)N(Nc3ccccc3)C2=O)cc1,1,-2
CN(Cc1ccccc1)S(=O)(=O)c1cc2c3c(c1)CCN3C(=O)CC2,0.98,-1
